Screens deposited in PubChem by several laboratories.
bovine MsrA act = bovine methionine sulfoxide reductase A activation; activation, % at 10.6 µM; purified bovine MsrA, absorbance read-out; actives 0.3% (n = 360,000); in the data active = activation above about 7.5%;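 note: 0% = vehicle and 100% = reference activator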
FAS TE block = blocks the thioesterase domain of human fatty acid synthase; inhibition, % at 15 µM; AID 602261; P49327; actives 0.67% (n = 360,000); recombinant FAS-TE, OMFH fluorogenic substrate, fluorescence endpoint;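 active = compounds whose normalised, plate-corrected inhibition of enzyme fluorescence in the single-dose primary screen is 50% or more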;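 note: 0% = DMSO with enzyme and 100% = substrate without enzyme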
SKN-1 inh = C. elegans SKN-1 inhibition; inhibition, % at 21.8 µM; C. elegans VP596 Pgst-4::GFP/RFP ratio, acrylamide-induced, 24 h; actives 0.49% (n = 360,000); AID 624304;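 active = interference check ratio from 0.5 to 1.5 plus GFP to RFP signal ratio inhibition reaching or exceeding a fixed threshold, cut at about 30% in these data, passing the limit was not always enough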; note: some compounds called inactive have numbers as strong as hits
MT1-MMP act inh = MT1-MMP (human) activation inhibition. P50281. HT1080 RFP-PRO-GFP cells, GFP/RFP ratio fluorescence, overnight; percent of plate control window, DMSO zero. GFP/RFP ratio change, % at 20 µM. actives 0.061% (n = 360,000);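 active = GFP/RFP ratio change of at least 30% with cell ATP level not reduced by more than half and red fluorescence within 50% of control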; note: strong numbers were not always called active
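Assay system: HT1080 RFP-PRO-GFP cells. Benchmarks: DMSO vehicle wells and RFP-L50D-GFP reporter cell wells. Times: overnight cell settling, then overnight compound exposure, 37 °C, 5% CO2. Compound: 20 µM single dose, 1% DMSO. Read-out basis: GFP/RFP fluorescence ratio.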
NRP1-CendR mod = NRP-1/CendR interaction modulation. O14786. FAM-RPARPAR peptide binding to NRP-1, fluorescence polarization. inhibition, % at 25 µM. actives 0.85% (n = 360,000). AID 602438;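 active = inhibition or corrected inhibition above about 18%, plus a signal ratio from 0.5 to 1.5, limit read from the data, passing the limit was not always enough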; note: strong numbers were not always called active
TbMetRS inhib = Trypanosoma brucei MetRS inhibition; purified T. brucei MetRS, ATP depletion, Kinase-Glo luminescence; inhibition, % at 11.9 µM; actives 0.4% (n = 360,000); AID 624268;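 active = inhibition above a per-plate cutoff of the control wells' mean inhibition plus 3 SD, cut at about 5.5% in these data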;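 note: 0% = DMSO wells median and 100% = median of wells with control inhibitor compound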
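System: purified T. brucei MetRS enzyme / Detection: Kinase-Glo luciferase luminescence reporting remaining unconsumed ATP / Medium: HEPES buffer with MgCl2, KCl, DTT, spermine, BSA, pyrophosphatase / Replication: singlicate, one well per compound / Evaluation: percent inhibition relative to median high and low control wells / Schedule: 2 h aminoacylation at 25 °C after 15 min preincubation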
PABP1 MLLE inh = inhibitors of microRNA-mediated deadenylation, human PABP1 MLLE binding | actives 0.36% (n = 360,000) | inhibition, % at 20 µM | GST-MLLE / FITC-PAM2 fluorescence polarization | P11940 | AID 588489; in the data active = inhibition above about 35%, passing the limit was not always enough;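 note: plate controls were DMSO wells with GST-MLLE for no effect and wells lacking GST-MLLE protein for full effect; some results filed as inactive read as strong as hits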
Target sequence (P11940 whole entry, looked up): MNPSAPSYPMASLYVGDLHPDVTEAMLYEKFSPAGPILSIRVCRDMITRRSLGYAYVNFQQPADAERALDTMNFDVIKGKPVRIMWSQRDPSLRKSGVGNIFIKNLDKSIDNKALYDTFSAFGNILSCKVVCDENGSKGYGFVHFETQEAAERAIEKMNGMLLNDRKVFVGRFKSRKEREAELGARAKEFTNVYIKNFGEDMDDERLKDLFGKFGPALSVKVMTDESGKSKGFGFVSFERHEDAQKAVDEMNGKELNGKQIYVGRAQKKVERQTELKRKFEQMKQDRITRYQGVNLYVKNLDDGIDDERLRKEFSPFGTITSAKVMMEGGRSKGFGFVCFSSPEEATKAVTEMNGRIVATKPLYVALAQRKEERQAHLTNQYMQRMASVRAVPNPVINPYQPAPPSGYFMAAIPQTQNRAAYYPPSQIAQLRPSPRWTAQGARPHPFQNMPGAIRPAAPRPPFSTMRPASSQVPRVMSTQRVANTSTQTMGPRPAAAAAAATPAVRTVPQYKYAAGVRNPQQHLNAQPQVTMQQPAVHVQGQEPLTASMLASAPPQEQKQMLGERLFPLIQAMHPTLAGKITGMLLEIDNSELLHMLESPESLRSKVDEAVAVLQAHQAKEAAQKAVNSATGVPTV
eLon inh = inhibitors of E. coli Lon protease; P0A9M0; purified E. coli Lon protease, fluorescence polarization; inhibition, % at 7.94 µM; actives 0.42% (n = 360,000); in the data active = inhibition above about 13%, passing the limit was not always enough;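 note: 0% = enzyme with probe and DMSO and 100% = no enzyme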
MsrA inhibitor = bovine MsrA inhibition; actives 0.75% (n = 360,000); purified bovine MsrA, absorbance read-out; AID 651718; inhibition, % at 15.5 µM; in the data active = inhibition above about 4.5%;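 note: 0% = vehicle wells with enzyme and 100% = reference inhibitor wells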
* marks the source's active call; other numbers are inactive results; nt = no result given.

Codes: A = bovine MsrA act; B = FAS TE block; C = SKN-1 inh; D = MT1-MMP act inh; E = NRP1-CendR mod; F = TbMetRS inhib; G = PABP1 MLLE inh; H = eLon inh; I = MsrA inhibitor
CC(C)NC(=O)COC(=O)c1ccc(Cl)c(S(=O)(=O)N2CCCC2)c1
  A = -3	B = -7	C = 21	D = 1	E = 2	F = 0.0	G = -15	H = -6	I = -0.4

Cc1c(NS(=O)(=O)c2cc(C(=O)N3CCCC(C)C3)ccc2Cl)c(=O)n(-c2ccccc2)n1C (centres undefined)
  A = -3	B = -7	C = 10	D = -5	E = 11	F = -0.1	G = -5	H = -10	I = -1.0

CN(C)Cc1c(O)ccc2c(=O)c(-c3ccccc3Cl)coc12
  A = 0	B = -8	C = 12	D = -2	E = 10	F = -0.3	G = -7	H = -8	I = 2.5

COc1ccc(N(CCCN2C(=O)c3cccc4cccc(c34)C2=O)C(=O)c2ccncc2)cc1
  A = -4	B = 3	C = 11	D = 3	E = 5	F = -0.2	G = 0	H = -4	I = 1.6

O=C(NCc1cccs1)C1CC(c2ccccc2O)=NO1 (centres undefined)
  A = -2	B = -5	C = 15	D = 6	E = 0	F = -1.1	G = 8	H = -1	I = -1.2

CCc1nc2ccc(C(=O)NCCOc3ccc(OC)cc3)cn2c1N(CC)CCOC
  A = 5	B = -4	C = -2	D = -4	E = -2	F = -0.3	G = -1	H = -1	I = 0.5

O=C(O)c1cc(-c2ccccn2)n[nH]1
  A = -4	B = -9	C = -4	D = 0	E = -5	F = -0.5	G = -2	H = 9	I = 0.7

C/C(=N\NC(=O)Cc1cccn1C)c1ccc2ccccc2c1
  A = -11	B = -5	C = -3	D = -3	E = -27	F = -1.4	G = -1	H = 1	I = 0.6

CC(C)CC1C(=O)N(Cc2cn(CCC3OCCO3)nn2)CCS(=O)(=O)N1Cc1ccc(-c2ccccc2)cc1 (centres undefined)
  A = -2	B = 20	C = 5	D = -4	E = -8	F = -0.8	G = 8	H = -6	I = -1.7

Cc1cccc2c(C(=O)N3CCN(c4ccccn4)CC3)cc(-c3cccc(Br)c3)nc12
  A = -1	B = 41	C = 17	D = -2	E = -6	F = -0.3	G = 7	H = 5	I = 0.2

N/C(CN1CCSCC1)=N\OCc1c(F)cccc1Cl
  A = -4	B = -2	C = -12	D = 0	E = 16	F = -0.5	G = 2	H = 5	I = 0.1

COc1cccc(-c2nnc(NC(=O)c3ccc(S(=O)(=O)N4CC(C)OC(C)C4)cc3)o2)c1 (centres undefined)
  A = -8	B = 5	C = -10	D = 7	E = -13	F = 0.2	G = -1	H = -9	I = 1.1

CSc1ccc(/C=C(/NC(=O)c2ccc(C)cc2)C(=O)Nc2cccc(F)c2)cc1
  A = -2	B = -5	C = 6	D = 5	E = -1	F = 1.3	G = -5	H = -4	I = -0.5

N#CCCCC#Cc1ccc2c(c1)COc1c3ccccc3nn1-2
  A = -4	B = 20	C = 34	D = 1	E = 6	F = -0.2	G = -24	H = -5	I = 0.5

CCOC(=O)C1CCN(C(=O)COc2ccc(S(=O)(=O)NC(C)C)cc2Cl)CC1
  A = -4	B = -1	C = -14	D = 0	E = 2	F = -0.9	G = 3	H = 1	I = -0.6

CC1CCN(C(=O)CN(c2ccc(Cl)c(C(F)(F)F)c2)S(C)(=O)=O)CC1
  A = -7	B = 14	C = 3	D = 6	E = 8	F = -1.2	G = -6	H = 4	I = 0.4

COc1ccc(C2SCC(=O)N2c2c(C)n(C)n(-c3ccccc3)c2=O)cc1 (centres undefined)
  A = -5	B = -6	C = -11	D = 0	E = 3	F = -1.1	G = 12	H = -11	I = -1.0

Nn1c(SCC(=O)N2CCN(S(=O)(=O)c3ccccc3)CC2)nnc1-c1cccs1
  A = -1	B = 0	C = -4	D = -3	E = 6	F = -0.1	G = -23	H = 3	I = 0.8

Cc1ccc(Cl)cc1NC(=O)COC(=O)CC1CCCCC1
  A = -2	B = 36	C = -1	D = 1	E = 13	F = -0.5	G = -6	H = -1	I = -0.2

Nc1nc(CN2CCN(c3ccccc3F)CC2)nc(Nc2ccccc2)n1
  A = -13	B = -8	C = -33	D = -6	E = -2	F = -1.5	G = 7	H = -5	I = 1.8

Brc1ccc(C2CC(c3ccccc3)=Nc3ccccc3N2)cc1 (centres undefined)
  A = -7	B = 17	C = 14	D = -7	E = -41	F = 0.3	G = -55	H = -15	I = 0.1

CC(Sc1nc(-c2ccccc2)cc(=O)[nH]1)C(=O)O (centres undefined)
  A = 2	B = -10	C = -2	D = -1	E = 12	F = -0.1	G = 2	H = 1	I = -0.1

CCOC(=O)c1ccc(Nc2cnc3ccccc3n2)cc1
  A = -3	B = 6	C = 2	D = 1	E = -9	F = -0.1	G = 1	H = -4	I = 1.7

COc1ccc(OC(C)C(=O)NC2CCCCCC2)cc1 (centres undefined)
  A = -1	B = 0	C = -8	D = -3	E = -11	F = -0.6	G = 9	H = -10	I = -0.4

CCc1ccc(NC(=O)C/C(C)=N/NC(=O)COc2ccccc2C)cc1
  A = 0	B = 1	C = 2	D = -2	E = 4	F = -0.2	G = -10	H = 2	I = 0.6

CCC(C)NC(=O)C1CCC(CNS(=O)(=O)c2cccc3nsnc23)CC1 (centres undefined)
  A = -4	B = -2	C = 12	D = 1	E = 2	F = -0.3	G = -6	H = -9	I = nt

O=C(O)c1sccc1SCc1ccc(Cl)cc1Cl
  A = -2	B = -5	C = 0	D = 1	E = 1	F = 1.6	G = 11	H = 2	I = -0.1

O=C1OCC2=C1C(c1ccc3c(c1)OCO3)Sc1ccccc1N2 (centres undefined)
  A = -5	B = 2	C = 11	D = -8	E = 4	F = -0.4	G = 4	H = -10	I = -0.4

CC1(C)Cc2c(c(-c3ccco3)[nH]c(=O)c2C#N)CS1
  A = -5	B = -12	C = 24	D = -28	E = 0	F = 0.6	G = 61*	H = 34*	I = 2.3

COc1ccc(NS(=O)(=O)c2cnc[nH]2)cc1
  A = -2	B = -4	C = -9	D = -3	E = 5	F = 2.1	G = -5	H = 1	I = 1.2

One compound at a time, as listed above. Order of values: bovine MsrA act	FAS TE block	SKN-1 inh	MT1-MMP act inh	NRP1-CendR mod	TbMetRS inhib	PABP1 MLLE inh	eLon inh	MsrA inhibitor
`CC1CCN(C(=O)CN(c2ccc(Cl)c(C(F)(F)F)c2)S(C)(=O)=O)CC1` across the screens: -7	14	3	6	8	-1.2	-6	4	0.4
`COc1ccc(C2SCC(=O)N2c2c(C)n(C)n(-c3ccccc3)c2=O)cc1` (centres undefined) across the screens: -5	-6	-11	0	3	-1.1	12	-11	-1.0
`CCc1ccc(NC(=O)C/C(C)=N/NC(=O)COc2ccccc2C)cc1` across the screens: 0	1	2	-2	4	-0.2	-10	2	0.6

The list goes on:
Codes: A = bovine MsrA act; B = FAS TE block; C = SKN-1 inh; D = MT1-MMP act inh; E = NRP1-CendR mod; F = TbMetRS inhib; G = PABP1 MLLE inh; H = eLon inh; I = MsrA inhibitor
CCOc1ccc(S(=O)(=O)N(C)c2ccc(OCC(=O)N3CCOCC3)cc2)cc1
  A = -5	B = -5	C = -7	D = -3	E = 17	F = -0.5	G = -6	H = 0	I = 1.0

CC1CCN(S(=O)(=O)c2cccc(C(=O)NNC(=O)c3ccco3)c2)CC1
  A = -1	B = -4	C = -13	D = 1	E = -3	F = -0.3	G = -7	H = 3	I = 1.7

O=C(CCN1C(=O)c2ccccc2S1(=O)=O)N1CCN(c2ccc(F)cc2)CC1
  A = -2	B = 4	C = 0	D = 2	E = 12	F = -0.5	G = -14	H = 4	I = 0.0

O=C(Nc1ccccc1Sc1ccccc1)c1ccccc1F
  A = -3	B = 25	C = 11	D = -2	E = -5	F = 0.0	G = -6	H = -11	I = -0.6

CCOC(=O)c1cnc(-n2nc(C)cc2C)nc1NCCc1ccccc1
  A = -3	B = 6	C = 26	D = 4	E = -1	F = -0.2	G = -2	H = -1	I = 1.4

O=C(NCCCCCCNC(=O)c1cccs1)c1cccs1
  A = -4	B = -4	C = -7	D = 1	E = 5	F = -0.7	G = -3	H = 2	I = -0.1

Cc1ccc(S(=O)(=O)NCC(=O)NCc2cc(=O)n(C)c(=O)n2C)cc1C
  A = 1	B = -6	C = -2	D = 3	E = -1	F = 0.2	G = 3	H = 19	I = 0.1

COc1cc(C2C(C(=O)c3ccco3)=C(O)C(=O)N2CC2CCCO2)ccc1O (centres undefined)
  A = 6	B = -5	C = 10	D = -1	E = 8	F = -0.3	G = -7	H = -2	I = 0.5

O=C(NCC1CCCO1)c1ccc2c(c1)N(Cc1ccccc1)C(=O)CS2=O (centres undefined)
  A = 2	B = -3	C = 15	D = -1	E = -7	F = -0.1	G = 10	H = -4	I = -0.3

CC1=NNC(=O)C1Cc1ccccc1C (centres undefined)
  A = -10	B = 1	C = -1	D = 0	E = 10	F = -0.9	G = 6	H = 7	I = 2.2

Cc1ccc(C)c(-n2c(CNC(=O)c3ccco3)nnc2SCC(=O)Nc2nnc(C)s2)c1
  A = -3	B = -4	C = 8	D = 3	E = -10	F = -0.1	G = 15	H = -5	I = 0.2

CCCCSc1nc(C)c(CC(=O)OC)c(=O)[nH]1
  A = -1	B = -3	C = 2	D = -1	E = 10	F = 0.1	G = -5	H = -2	I = -1.2

COCCSc1ccccc1C(=O)NCCCn1ccnc1
  A = -1	B = -7	C = 0	D = 3	E = 10	F = -0.6	G = 21	H = -4	I = -0.5

Cn1c2ccccc2c(=O)c2cc(NCCCN3CCOCC3)ccc21
  A = -3	B = -8	C = -11	D = 12	E = -6	F = -0.1	G = 14	H = 2	I = 3.7

CCn1cnc2cc([N+](=O)[O-])ccc21
  A = -6	B = 3	C = 1	D = -2	E = -2	F = 0.1	G = 0	H = 1	I = 2.7

Cc1cc(C)c(S(=O)(=O)Oc2ccccc2[N+](=O)[O-])c(C)c1
  A = 2	B = 29	C = 9	D = -13	E = 4	F = -0.1	G = 0	H = -4	I = 0.2

Cc1ccc(S(=O)(=O)NCCOc2nc(N(C)C)nc(N3CCOCC3)n2)cc1
  A = 1	B = -2	C = 8	D = 2	E = 8	F = -0.1	G = -2	H = -4	I = -2.3

CCC(C)CN1C(=O)CN(S(C)(=O)=O)CC1(C)C(=O)NC(C)C (centres undefined)
  A = nt	B = nt	C = 11	D = 12	E = -2	F = -0.2	G = nt	H = nt	I = -0.3

COc1cccc(CN(C(=O)CN2C(=O)c3ccccc3S2(=O)=O)C(C(=O)NCC2CCCO2)c2ccco2)c1 (centres undefined)
  A = 4	B = -7	C = 11	D = 0	E = 7	F = -0.7	G = -9	H = -3	I = -0.1
